PMI act satM6P: PMI (human) activation, high substrate | hit rate 0.34% among 190,000 | activation factor at 20 µM | AID 1216 | coupled PMI enzyme assay, resazurin fluorescence, 20 min; active compounds read high; 1 = untreated enzyme, 0 = substrate-free blank | P34949;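 active means activation factor of 2 or more at 20 µM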
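Test system – human PMI in coupled enzyme assay · Timing – 20 min incubation at room temperature · Detection – Diaphorase-driven resazurin-to-resorufin fluorescence, excitation 544, emission 590 nm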
ROMK primary: modulates human ROMK potassium channel activity; B-score at 10 µM; P48048; AID 1918; hit rate 2% among 130,000; Tet-inducible ROMK, thallium flux fluorescence; actives lie on both sides;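 active means signal ratio slope over the read window, or its plate-corrected B-score, at least 3 SD from the plate mean, either direction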;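 further: B-score of the F/F0 ratio slope over 7 to 12 s after thallium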
Target sequence (P48048 whole entry, looked up): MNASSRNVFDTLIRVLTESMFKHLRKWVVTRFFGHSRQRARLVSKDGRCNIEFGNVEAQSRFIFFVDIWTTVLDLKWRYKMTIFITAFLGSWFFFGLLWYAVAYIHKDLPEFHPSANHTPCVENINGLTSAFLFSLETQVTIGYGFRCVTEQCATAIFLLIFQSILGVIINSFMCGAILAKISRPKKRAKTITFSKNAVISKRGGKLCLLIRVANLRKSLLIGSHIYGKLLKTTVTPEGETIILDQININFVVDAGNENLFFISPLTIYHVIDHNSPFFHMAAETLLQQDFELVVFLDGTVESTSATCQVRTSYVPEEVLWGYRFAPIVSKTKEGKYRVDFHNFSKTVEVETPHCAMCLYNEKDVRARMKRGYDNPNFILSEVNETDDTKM
PPARg SRC-3 ag: promotes SRC-3 coactivator recruitment by human PPARgamma | P37231 | biochemical PPARgamma/SRC-3 coactivator recruitment assay | activation, % at 8 µM | hit rate 0.26% among 200,000 | AID 731; in the data active means activation above about 23%;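 further: 0% = DMSO and 100% = reference agonist; some compounds past the cut are filed as inactive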
G6PDH CS: L. mesenteroides G6PDH inhibition counter-screen; inhibition, % at 5 µM; hit rate 0.12% among 200,000; AID 1020; Purified L. mesenteroides G6PDH, diaphorase/resazurin coupled fluorescence, 45 min; in the data active means inhibition above about 50%
SRC2 TRFRET art: flags TR-FRET format artefacts in PPARgamma SRC-2 recruitment agonist screen; TR-FRET artefact counter-screen; active compounds read high; TR-FRET ratio at 8 µM; hit rate 0.4% among 200,000; in the data active means TR-FRET ratio above about 2000; further: inactives centre near 1500
Diaphorase inh: inhibits diaphorase or chemically oxidizes, flagging diaphorase assay artifacts | diaphorase resazurin-to-resorufin fluorescence, NADH, 16 min; bacterial (C. kluyveri) enzyme, not human | hit rate 0.69% among 190,000 | inhibition, % at 20 µM;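 active means primary screen inhibition at 20 µM above a set limit, cut at about 50% in these data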;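 further: plate controls were DMSO with full reaction for no effect and wells lacking NADH for full effect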
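controls = No-NADH positive control and DMSO neutral control | system = Clostridium kluyveri diaphorase enzyme | timing = reaction incubation of 16 min at room temperature | signal = resorufin fluorescence 544/590 nm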
PMI act: activators of human phosphomannose isomerase; P34949; purified human PMI, coupled resazurin fluorescence, 20 min; active compounds read high; 1 = vehicle control, 0 substrate-free wells; activation factor at 20 µM; hit rate 0.005% among 190,000;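 active means activation factor of 2 or more at 20 µM, relative to plate controls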
S1P3 antag: antagonists of human S1P3 receptor. hit rate 0.27% among 170,000. CHO S1P3 NFAT-BLA reporter, FRET fluorescence, antagonist mode. AID 485. inhibition, % at 4.98 µM. Q99500;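 active means inhibition above the plate cutoff, the mean inhibition of test wells on that plate plus 3 SD, cut at about 28% in these data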;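 further: cells challenged with S1P at its EC80 of 0.8 µM; blue over green emission ratio from cleaved BLA substrate after 4 h stimulation; 0% = S1P-stimulated wells and 100% = unstimulated DMSO-only wells; some compounds past the cut are filed as inactive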
Target sequence (Q99500 whole entry, looked up): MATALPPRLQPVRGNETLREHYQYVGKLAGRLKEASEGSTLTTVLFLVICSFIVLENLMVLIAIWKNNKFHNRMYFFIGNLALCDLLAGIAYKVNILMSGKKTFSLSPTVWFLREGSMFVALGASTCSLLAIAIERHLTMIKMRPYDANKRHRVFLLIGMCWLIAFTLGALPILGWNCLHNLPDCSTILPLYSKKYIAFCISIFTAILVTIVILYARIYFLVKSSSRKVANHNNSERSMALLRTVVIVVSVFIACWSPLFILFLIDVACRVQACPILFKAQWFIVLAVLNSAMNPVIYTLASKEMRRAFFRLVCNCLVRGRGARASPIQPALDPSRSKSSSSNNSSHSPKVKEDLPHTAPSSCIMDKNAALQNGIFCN
Diaph act CS: diaphorase activation or chemical reduction counter-screen | activation factor at 20 µM | hit rate 0.005% among 190,000 | Diaphorase/resazurin coupled assay, resorufin fluorescence, 16 min; active compounds read high; 1 = vehicle wells, 0 = NADH-free wells;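 active means diaphorase activity raised at least twofold by the compound at 20 µM; inactive means activation factor below 2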
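Material: Clostridium kluyveri diaphorase, purified enzyme; Quantity: enzyme 0.07 U/mL final; Medium: HEPES pH 7.4 buffer with MgCl2 and Tween 20; Dosing: single compound dose of 20 µM, 1% DMSO final; Schedule: 16 min reaction at room temperature; Measured by: red resorufin fluorescence at 544/590 nm excitation/emission.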
PPARg SRC1 recr: PPARgamma-driven SRC-1 recruitment agonism. hit rate 0.41% among 200,000. activation, % at 8 µM. PPARgamma-SRC-1 coactivator recruitment biochemical assay. AID 631. P37231; in the data active means activation above about 19%;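 further: 0% = DMSO and 100% = reference agonist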
PPARg SRC2 recr: agonists of SRC-2 recruitment by human PPARgamma. P37231. PPARgamma LBD-SRC-2 recruitment, biochemical. activation, % at 8 µM. hit rate 0.34% among 200,000. AID 1032; in the data active means activation above about 22%;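 further: 0% = vehicle and 100% = reference agonist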
Active calls of the source: *; x = no result given.

Each structure is followed by: PMI act satM6P	ROMK primary	PPARg SRC-3 ag	G6PDH CS	SRC2 TRFRET art	Diaphorase inh	PMI act	S1P3 antag	Diaph act CS	PPARg SRC1 recr	PPARg SRC2 recr
1: O=C(C1CC1)N(CCc1ccccc1)Cc1nc2ccccc2c(=O)[nH]1
  1	-1.17	3.8	1.9	1615	-5.2	1	-39.3	1.1	8.3	5.2
2: O=c1[nH]c(-c2ccco2)nc2sc3c(c12)CCCC3
  0.9	x	0.3	-4.8	1467	16.0	0.8	15.6	0.8	-5.4	-7.8
3: COc1cc([C@@H]2[C@H]3CN(C)CC=C3C(C#N)=C(N)C2(C#N)C#N)cc2c1OCO2
  0.8	-0.703	6.7	-15.5	1624	21.8	0.8	x	0.8	12.1	9.6
4: Cc1cc(C(=O)N/N=C/c2ccc([N+](=O)[O-])cc2)c(C)o1
  1	0.367	-2.2	7.7	1411	7.9	1	-24.8	0.9	-1.5	-1.4
5: S=C(Nc1ccc(Br)cc1Cl)NN1CCOCC1
  1	0.119	0.7	4.6	1395	1.6	1	-8.3	1	4.8	7.4
6: CN(c1ccc(OCC(=O)N2CCOCC2)cc1)S(=O)(=O)c1ccc(F)cc1
  1	0.187	-8.3	7.6	1507	6.1	1.1	-10.9	0.9	9.1	-15.1
7: Cc1ccc(C)c(NC(=O)CSc2nnc(-c3ccccc3C)o2)c1
  1.1	x	-3.4	7.0	1545	4.7	1.1	-47.4	1	2.2	0.8
8: COCCCN1C(=O)C(=O)/C(=C(/O)c2ccc(OC)cc2)C12C(=O)N(C)c1ccccc12 (stereo not given)
  1.1	0.194	8.8	2.0	1572	-0.2	1.2	-8.8	1	7.5	9.7
9: O=C(Nn1cnc2ccccc2c1=O)c1ccccc1Cl
  0.9	x	-0.4	-3.5	1726	13.1	1	-21.1	0.9	-0.2	8.8
10: CCOc1ccc(S(=O)(=O)N2CCN(C)CC2)c(C)c1C
  0.8	-0.388	-13.4	0.0	1498	13.1	0.8	-10.1	0.9	6.8	-4.5
11: O=C(CCCC(=O)N1CCN(c2ccc([N+](=O)[O-])cc2)CC1)c1ccccc1
  0.9	-3.22*	1.4	2.1	1436	24.7	0.9	1.1	0.8	-4.4	-4.6
12: CCCCCCCc1c(C)nc(N2CCOCC2)[nH]c1=O
  1	0.824	-2.2	4.6	1503	9.5	1	x	0.9	-1.6	-0.4
13: Cc1nn2c3c(cnc2c1-c1ccccc1)C(=O)CC(c1ccco1)C3 (stereo not given)
  1.1	x	0.7	-3.1	1569	0.6	1.1	-13.0	1	6.3	7.0
14: CC(=O)Nc1ccc(-c2cc(-c3ccc(NC(C)=O)cc3)nc(-c3ccccc3)n2)cc1
  1	x	-12.8	-1.1	1509	-0.7	0.9	x	1	-1.1	4.2
15: COc1ccc(C2CC(c3ccc(F)cc3)Nc3nc(N)nn32)cc1OC (stereo not given)
  1	x	9.6	5.1	1710	-1.5	1.1	-3.5	1	4.3	11.6
16: CS(=O)(=O)N1CCN(c2ccccc2NC(=S)NC(=O)c2ccccc2[N+](=O)[O-])CC1
  1	0.89	1.7	-0.7	1732	25.2	0.9	-3.7	0.7	4.3	-0.4
17: O=C(Nc1cnn(C23CC4CC(CC(C4)C2)C3)c1)c1cnn2cccnc12
  1	1.03	-3.0	8.5	1772	4.9	0.9	-4.0	1	5.2	11.0
18: COc1cccc(-c2nc(CCl)cs2)c1OC
  1	0.163	0.7	2.9	1463	16.7	1.1	-8.2	0.8	5.6	2.0
19: O=C(OC1CCOC1=O)c1cc(-c2cccc(Br)c2)nc2ccccc12 (stereo not given)
  1	-1.36	3.3	0.5	1618	23.4	1	-2.8	0.8	5.1	3.5
20: CC(=O)c1ccc(N2CCN(C(=O)Cc3n[nH]c(=O)c4ccccc34)CC2)cc1
  1.1	-0.298	-1.0	-6.5	1422	-15.5	1.2	7.0	1.2	-0.9	-4.7
21: COC(=O)Nc1ccc(Oc2ccccc2)cc1
  1	x	-16.8	-16.4	1543	20.0	0.9	24.5	0.8	0.2	-9.0
22: O=C(NCc1cccc(C(F)(F)F)c1)C1CC(c2ccccc2[N+](=O)[O-])=NO1 (stereo not given)
  0.9	x	3.9	8.8	1581	-5.8	0.9	x	1.1	1.8	-0.7
23: S=C1NC[C@H](Cc2ccccc2)N1CCCCC1CCCCC1
  0.9	x	-0.9	3.1	1557	20.0	0.9	8.4	0.8	8.9	11.2
24: CC1=C(C#N)C(c2ccc(O)cc2)C2=C(CC(C)(C)CC2=O)N1 (stereo not given)
  1	x	1.8	0.8	1589	13.4	1	-2.9	0.9	-3.9	7.3
25: O=C(O)c1ccc(NS(=O)(=O)c2ccc(Cl)cc2)cc1
  1.1	x	4.0	12.1	1296	-1.1	1	-14.1	1	-7.3	-8.7
26: CCN1CCCC1CNC1=NCCCCC1 (stereo not given)
  1	-0.0434	-1.1	-1.8	1454	4.1	1	-12.0	1	-2.0	-7.8
27: O=C(c1cccc(F)c1)N1CCC(c2nc3ccccc3s2)CC1
  1.2	0.89	-2.7	1.6	1754	-6.0	1.2	-8.5	1.1	5.4	7.4
28: O=C1c2cccnc2C(=O)N1CO
  0.9	-0.172	1.7	4.4	1527	6.8	0.9	-1.4	0.9	-2.2	7.7
29: CCOC(=O)C1NN=C(C(=O)c2ccc(C)cc2)C1c1ccc(C)cc1 (stereo not given)
  0.9	0.941	-2.0	2.0	1473	10.4	1	-1.3	0.9	-3.0	5.2
30: Cc1ccc(-c2nn(-c3ccccc3)c3[nH]c(=O)c(CNCc4ccccc4)cc23)cc1
  1	x	12.5	4.0	1643	6.5	1	x	0.9	3.6	5.3

Following part
Each structure is followed by: PMI act satM6P	ROMK primary	PPARg SRC-3 ag	G6PDH CS	SRC2 TRFRET art	Diaphorase inh	PMI act	S1P3 antag	Diaph act CS	PPARg SRC1 recr	PPARg SRC2 recr
31: COc1cc2nc(-c3cccs3)oc(=O)c2cc1OC
  x	-0.275	-1.8	x	1554	x	x	14.3	x	4.9	7.5
32: c1ccc(CCNc2ncnc3c2cnn3-c2ccccc2)cc1
  1	-0.867	-1.6	10.2	1532	13.0	1	8.6	0.9	-4.7	10.6
33: CCCCNC(=O)CSc1nc(O)cc(=O)n1C1CCCC1
  0.9	0.0253	-1.4	11.3	1617	19.3	0.9	-15.9	0.8	2.6	-4.6
34: CCCCCC(=O)Nc1ccccc1N1CCN(c2ccccc2)CC1
  1.1	1.11	-4.8	2.9	1380	-4.3	1	41.2	1	-10.2	-7.0
35: Fc1cccc(-c2cc3nc4c(c(N5CCN(c6cnccn6)CC5)n3n2)CCCC4)c1
  x	x	-16.1	x	1411	x	x	24.9	x	7.8	3.1
36: CCCC(C(=O)NCc1ccco1)N(C(=O)CNS(=O)(=O)c1ccccc1)C1CCCC1 (stereo not given)
  1.1	-1.07	1.2	2.7	1461	8.8	1	x	0.9	-5.1	-2.5
37: CCN(CC)c1ccc(C2C(C(=O)OCCOC(C)C)=C(C)NC3=C2C(=O)CCC3)cc1 (stereo not given)
  0.9	x	6.3	-3.5	1427	16.9	0.9	-14.4	0.8	-1.1	-1.7
38: Cc1cccc(OC2CCN(Cc3c(C(=O)N4CCCC4)nc4ccccn34)CC2)c1
  0.9	-0.651	1.9	18.2	1802	11.2	0.8	-4.1	0.9	5.7	15.1
39: CS(=O)(=O)NCc1nnc(SCC(=O)NC2CCCCC2)n1-c1ccc(F)cc1
  1	x	-6.2	-0.7	1505	3.3	1	-10.9	1	-4.2	-2.5
40: CC(C)n1c(S(=O)(=O)O)nc2ccccc21
  1.2	0.0853	-3.8	4.2	1304	-11.1	1.2	-6.4	1.1	-4.7	-2.9
41: Nc1nnc(SCC(=O)N2CCc3ccccc3C2)s1
  1.1	x	-1.6	-3.0	1587	0.5	1.1	1.8	1	4.1	-1.2
42: CCC1C2CN(C(C)=O)CC=C2C(C#N)=C(N)C1(C#N)C#N (stereo not given)
  0.8	x	3.5	3.4	1503	23.1	1	-11.1	0.8	4.0	-1.2
43: CCOC(=O)CSc1nc2nc(C)cc(C)n2n1
  0.8	x	4.3	-11.8	1577	11.0	0.9	-16.1	0.9	6.3	-5.0
44: CN(C)S(=O)(=O)c1ccc(NC(=O)CN2CCCc3ccccc32)cc1
  1.2	0.514	1.0	8.9	1741	3.3	1.4	3.6	1	7.2	1.8
45: Cc1ccc(NC(=O)c2ccco2)c(NC(=O)CN2C(=O)c3ccccc3C2=O)c1
  0.9	-0.339	-6.5	-11.9	1517	14.8	0.9	-11.5	0.9	-1.6	2.2
46: N#CCCn1cc(/C=N/O)c(-c2cccc([N+](=O)[O-])c2)n1
  0.9	-0.427	1.0	5.2	1614	16.3	1	-12.1	0.8	-8.6	0.4
47: O=C(CC1SC2=NCCN2C1=O)Nc1ccc(Br)cc1 (stereo not given)
  1	x	-5.0	2.9	1415	16.5	1	0.1	0.8	4.9	0.8
48: CCN1CCN(Cc2nc3c(c(=O)n(C)c(=O)n3C)n2CC(=O)c2ccccc2)CC1
  0.9	x	15.9	-23.4	1672	16.5	0.9	-3.9	0.8	4.8	9.4
49: O=C(N/N=C/c1ccccn1)c1cc(-c2ccc3ccccc3c2)n[nH]1
  1.1	x	-1.9	-26.9	1487	21.7	1	5.7	0.8	-1.0	-4.8
50: Cc1occc1-c1nnc(SCC(=O)NC(=O)NC(C)C)n1N
  1	x	-10.2	10.8	1673	10.4	1	-24.0	0.9	4.9	3.5
51: O=C1C(Cl)=C(NC2CCCCC2)C(=O)N1c1ccc(Cl)cc1
  1	1.64	1.0	-1.5	1573	12.9	1.1	9.0	0.9	1.8	6.7
52: COc1cc(OC)cc(C(=O)NC2CCSC2=O)c1 (stereo not given)
  1	x	-2.5	0.1	1658	21.1	1	-31.4	0.8	-4.5	-0.5
53: COc1ccc(NC(=O)CCC(=O)OCc2ccc([N+](=O)[O-])cc2)cc1
  1	-0.0206	2.9	4.0	1643	-3.1	1	-16.2	1	9.5	7.4

Whole records, quoted from the list. Values in the order: PMI act satM6P, ROMK primary, PPARg SRC-3 ag, G6PDH CS, SRC2 TRFRET art, Diaphorase inh, PMI act, S1P3 antag, Diaph act CS, PPARg SRC1 recr, PPARg SRC2 recr
Cc1cccc(OC2CCN(Cc3c(C(=O)N4CCCC4)nc4ccccn34)CC2)c1 is entered as 0.9, -0.651, 1.9, 18.2, 1802, 11.2, 0.8, -4.1, 0.9, 5.7, 15.1
CCCCNC(=O)CSc1nc(O)cc(=O)n1C1CCCC1 is entered as 0.9, 0.0253, -1.4, 11.3, 1617, 19.3, 0.9, -15.9, 0.8, 2.6, -4.6
Fc1cccc(-c2cc3nc4c(c(N5CCN(c6cnccn6)CC5)n3n2)CCCC4)c1 is entered as x, x, -16.1, x, 1411, x, x, 24.9, x, 7.8, 3.1
CS(=O)(=O)NCc1nnc(SCC(=O)NC2CCCCC2)n1-c1ccc(F)cc1 is entered as 1, x, -6.2, -0.7, 1505, 3.3, 1, -10.9, 1, -4.2, -2.5
